# proCasp7 act = procaspase-7 activators, primary screen, counter-screen for procaspase-3 activator project, biochemical, absorbance, HTS, human | Caspase-7 (Homo sapiens), P55210 | recombinant procaspase-7, Ac-DEVD-pNA absorbance 405 nm; D23A/D198A/D206A triple mutant, cannot self-cleave; scale: DMSO 0, 5 µM enzyme 100 | activation, % at 8.5 µM | hit rate 0.093% among 330,000 | AID 463210, 2010;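 active = percent activation above the screen-wide mean plus 3 SD, cut at about 25% in these data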
#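 Assay system – Uncleavable procaspase-7 mutant enzyme · Quantity – 2 µM procaspase-7 mutant as dispensed · Times – 1 h preincubation, 2 h reaction · Dosing – single nominal 8.5 µM compound dose, 0.8% DMSO final · Buffer or medium – Zinc-free 50 mM HEPES buffer, pH 7.4, with NaCl and Triton X-100 · Detection – Epi-absorbance of released pNA at 405 nm, two timepoints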
# PP1 counter = PP1-alpha phosphatase inhibitors, primary screen, counter-screen for PP5 inhibitor project, biochemical, fluorescence, OMFP substrate, single point. Serine/threonine-protein phosphatase PP1-alpha catalytic subunit (Homo sapiens), P62136. purified PP1alpha. inhibition, % at 6.7 µM. hit rate 0.9% among 320,000;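 active = inhibition above the mean inhibition of all tested compounds plus 3 SD, computed separately for each screening campaign, cut at about 15% in these data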
# Target sequence (P62136 whole entry, looked up): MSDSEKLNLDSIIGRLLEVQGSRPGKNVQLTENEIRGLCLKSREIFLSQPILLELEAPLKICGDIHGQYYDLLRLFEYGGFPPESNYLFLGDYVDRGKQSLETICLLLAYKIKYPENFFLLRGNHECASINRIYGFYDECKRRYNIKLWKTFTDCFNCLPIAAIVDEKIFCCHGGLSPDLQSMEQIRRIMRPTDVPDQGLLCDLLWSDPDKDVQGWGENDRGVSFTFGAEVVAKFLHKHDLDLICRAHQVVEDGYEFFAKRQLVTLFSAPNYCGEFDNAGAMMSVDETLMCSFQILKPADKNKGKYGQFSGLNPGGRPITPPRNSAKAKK
# VLA-4 inh = inhibition in human VLA-4 binding assay, primary screen, VLA-4 allosteric modulator project, MLPCN library, flow cytometry, VLA-4 expressing cells; Integrin alpha-4 (Homo sapiens), P13612; ligand binding flow cytometry; inhibition, % (about 7 µM as worked out from the volumes in the protocol); hit rate 0.2% among 330,000; in the data active = inhibition above about 50%
# CTSL1 counter = Fasciola hepatica cathepsin L1 inhibitors, primary screen, counter-screen for PFM18AAP inhibitor project, biochemical, QFRET, fluorogenic peptide substrate | recombinant F. hepatica cathepsin L1, Z-Leu-Arg-MCA fluorescence | inhibition, % at 5.96 µM | hit rate 0.49% among 300,000;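 active = inhibition above the mean of all tested compounds plus 3 SD, set per screening campaign, cut at about 17% in these data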;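 also: 0% = plate median of test compound wells and 100% = 1 µM Z-Phe-Ala-diazomethylketone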
# JMJD2C inh = inhibitors of GASC-1 histone demethylase, primary screen, biochemical, fluorescence, DELFIA europium; GST-JMJD2C(1-420) H3K9me3 demethylation; inhibition, % at 2.35 µM; AID 2099, 2009; hit rate 0.069% among 330,000;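 active = more than half of a compound's replicate wells show inhibition beyond 50%, single wells judged on their own value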;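 also: signal counts dimethyl H3K9 product captured on neutravidin plate; 0% = median of DMSO wells and 100% = 0.3 times that DMSO median; strong numbers were not always called active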
# PP5 inh = PP5 phosphatase inhibitors, primary screen, biochemical, fluorescence | purified PP5c, OMFP substrate fluorescence | inhibition, % at 6.7 µM | hit rate 0.18% among 320,000 | AID 1987, 2009;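 active = inhibition above the campaign's mean inhibition across all tested compounds plus 3 SD, cut at about 9.5% in these data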;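 also: 0% = DMSO only and 100% = 100 µM cantharidin control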
# GRK2 aptamer HTS = compounds blocking aptamer binding on GRK2 – biochemical, human GRK2, bead flow cytometry, HTS, primary screen; Beta-adrenergic receptor kinase 1 (Homo sapiens), P25098; FAM-aptamer displacement from GRK2; inhibition of aptamer binding, % at 10 µM; hit rate 0.59% among 330,000;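 active = inhibition of aptamer binding above 40%, roughly 3 SD of noise, on plates passing a quality check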;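 also: median bead fluorescence of bound FAM aptamer so fluorescent compounds give negative values; no value below 0 was filed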
# Target sequence (P25098 whole entry, looked up): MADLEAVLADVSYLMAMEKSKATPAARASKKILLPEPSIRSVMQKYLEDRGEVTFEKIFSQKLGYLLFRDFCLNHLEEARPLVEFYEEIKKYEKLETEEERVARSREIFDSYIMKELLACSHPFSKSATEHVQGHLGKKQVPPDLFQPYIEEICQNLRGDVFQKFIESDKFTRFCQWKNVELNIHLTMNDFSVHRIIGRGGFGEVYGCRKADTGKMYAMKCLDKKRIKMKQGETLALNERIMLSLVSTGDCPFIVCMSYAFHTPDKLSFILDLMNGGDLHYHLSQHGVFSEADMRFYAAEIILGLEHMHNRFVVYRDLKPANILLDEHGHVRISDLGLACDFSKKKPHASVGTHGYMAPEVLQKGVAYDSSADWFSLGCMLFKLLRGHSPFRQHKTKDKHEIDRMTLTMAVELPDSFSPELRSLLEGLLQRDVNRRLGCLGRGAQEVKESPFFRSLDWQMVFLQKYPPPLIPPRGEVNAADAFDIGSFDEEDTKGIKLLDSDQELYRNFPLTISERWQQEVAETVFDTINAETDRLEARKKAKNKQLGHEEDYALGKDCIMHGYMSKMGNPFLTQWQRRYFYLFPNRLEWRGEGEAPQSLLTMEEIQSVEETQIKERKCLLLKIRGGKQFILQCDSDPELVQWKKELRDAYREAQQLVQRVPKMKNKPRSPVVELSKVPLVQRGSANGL
# core dimer inh = inhibitors of HCV core protein dimerization, primary screen, biochemical, TR-FRET, high-throughput | TR-FRET GST/Flag-core106 dimerization, 1536-well | inhibition, % at 5 µM | hit rate 0.33% among 300,000 | AID 1899, 2009;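 active = inhibition above the mean of all tested compounds plus 3 SD, set per screening campaign, cut at about 45% in these data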
#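 System: GST-tagged and Flag-tagged HCV core protein residues 1-106 / Input: core106 proteins, GST 13.5 nM and Flag 17 nM / Buffer or medium: KF-containing HEPES buffer, pH 7.45, DTT, CHAPS, BSA / Probe or stimulus: Eu-anti-GST and XL665-anti-Flag labelled anti-tag antibodies / Schedule: 4 h, 22.5 °C incubation / Technique: TR-FRET 671 and 617 nm emission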
# procasp3 activ = activators of human procaspase-3 D3A mutant, primary screen, biochemical, absorbance, PC-3 D3A mutant, single concentration; hit rate 0.11% among 330,000; recombinant procaspase-3 D3A, Ac-DEVD-pNA absorbance 405 nm; AID 463141, 2010; Caspase-3 (Homo sapiens), P42574; activation, % at 8.5 µM;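 active = activation above the mean of all tested compounds plus 3 SD, cut at about 21% in these data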;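 also: 0% = DMSO alone and 100% = DMSO wells spiked with extra 5 µM PC-3 D3A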
#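 assay system = Procaspase-3 D3A mutant | signal = absorbance at 405 nm, 0 and 120 min | times = 1 h preincubation plus 2 h reaction at 25 °C | repeats = single replicate | read-out = % activation between DMSO and enzyme-spiked controls | medium = Zinc-free HEPES saline buffer with Triton X-100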
# An asterisk follows results filed as active; . = no result given.
structure	procasp3 activ	CTSL1 counter	PP5 inh	JMJD2C inh	PP1 counter	proCasp7 act	GRK2 aptamer HTS	core dimer inh	VLA-4 inh
Cc1nc(N2CCCCC2)c2c(C)c(C(=O)Nc3ccc4c(c3)OCCO4)sc2n1	3	6	5.7	1	2	1	0	1	-1
CCOc1ccc(C(=O)N[C@H](C(=O)Nc2ccccc2OC)C(C)C)cc1	8	-3	1.3	-4	1	-5	0	-7	-3
O=C(Nc1nccs1)C1CCN(S(=O)(=O)c2cnc[nH]2)CC1	7	1	-3.2	.	0	-5	0	3	6
Cc1noc(C(=O)NCC2CCCO2)c1Cl (centres undefined)	6	-1	-2.1	-1	-4	5	0	12	-10
O=C(CNC(=O)c1ccc(Br)o1)NCC1CCCO1 (centres undefined)	-1	0	-1.9	-7	-2	1	1	-1	0
COc1ccc(CCNC(=O)c2cccnc2Cl)cc1OC	6	-3	0.6	-4	-6	2	0	4	1
Clc1ccc(OCc2nn3c(-c4ccco4)nnc3s2)c(Cl)c1	2	3	-0.2	-13	0	0	0	9	2
Cc1ccc(CN2CCN(C(=O)CCN3C(=O)c4ccccc4C3=O)CC2)cc1	2	1	3.1	8	-3	3	2	3	12
CCOC(=O)C1CCCN(Cc2c(C(=O)N3CCCCC3)nc3c(C)cccn23)C1 (centres undefined)	8	-2	-1.3	-25	-1	-5	2	-1	12
CCOc1cccc(NC(=O)Cn2nc(-c3ccc4c(c3)OCCO4)ccc2=O)c1	8	0	2.5	-44	-5	6	0	9	2
Cc1ccc(O)c(-c2cc(C(=O)NCc3ccccc3)[nH]n2)c1	-3	1	4.7	-5	-2	-4	1	-7	7
COc1cc(S(=O)(=O)N2CCOCC2)ccc1N	3	1	3.2	7	-3	2	0	-6	12
O=C(O)CCN1C(=O)S/C(=C\c2cccnc2)C1=O	-12	6	-2.4	-18	1	-24	3	-3	1
C/C(=N\OC(=O)c1c(-c2c(F)cccc2Cl)noc1C)c1nccs1	8	-4	4.0	-35	-5	4	1	5	12
Oc1ccccc1/C=N/n1c(COc2ccccc2)n[nH]c1=S	-6	5	2.3	3	-12	-12	4	-12	-11
Cc1cc(C)c2c(N)c(C(=O)Nc3ccccc3Cl)sc2n1	-26	3	-1.9	9	17*	-17	.	2	-3
CC(NC(=O)Cc1ccc(S(=O)(=O)N2CCOCC2)s1)c1ccc(Cl)c(Cl)c1 (centres undefined)	1	2	0.9	-9	-5	-1	0	2	-6
COc1ccc(NS(=O)(=O)NC(=O)c2c[nH]c3ccccc23)cc1	1	-3	0.3	-3	0	-2	1	12	2
O=C1OC2(c3ccccc3)C3CCCC2C13	-7	1	2.2	6	-1	4	1	3	18
COC(=O)Nc1nnc(COc2ccccc2)s1	1	1	-1.9	-37	1	0	0	0	-8
CC(C(=O)NC1=NCCS1)(C(F)(F)F)C(F)(F)F	-2	-2	1.9	4	-3	-9	0	-2	-4
Cn1c(=O)c2c(nc(N3CCCCC3)n2C)n(C)c1=O	11	-2	1.5	23	-2	8	0	-5	-5
COc1ccc(C2=CC(=O)OC3(CCCCC3)O2)cc1	0	3	0.4	4	-2	8	0	-3	5
O=C(Nc1ccc(F)cc1)OCCOc1ccc(Br)cc1	4	0	1.9	-7	-1	5	16	2	0
O=C(NC(O)C(=O)c1ccccc1)c1ccccn1 (centres undefined)	0	3	-1.0	36	1	-1	0	-18	0
O=C(/C=C/c1cccs1)c1cc(Br)ccc1OC(=O)N1CCOCC1	-6	-1	3.9	10	-1	0	0	5	17
Cc1ccc(C2=NN(C3=NN=C(N)Cc4ncnn43)C(O)(C(F)(F)F)C2)cc1 (centres undefined)	10	-5	-1.7	2	-4	7	2	6	11
O=C(CN1C(=O)C(=O)N(C2CCCC2)C1=O)Nc1ccc(OC(F)F)cc1	1	.	3.0	.	2	-4	0	.	-19
O=C(Cc1ccccn1)c1ccc(F)cc1	1	-1	0.7	-4	1	-1	2	-11	-4
Nc1nc2cc(S(=O)(=O)NC3=NCCCCC3)ccc2s1	-18	8	-2.1	0	-2	-29	2	-5	-2
CCCc1c(C(=O)OCC)sc(N)c1C#N	-14	3	3.2	-21	1	-11	0	-1	-1
CCc1cccc(Nc2cc(C)nc3nc(C)nn23)c1	7	-1	1.6	-5	-5	9	0	-3	10
O=C1CCNc2c(Cl)cccc21	-3	1	-1.8	7	-3	1	0	-1	13
CC(C)(C)N=C1SCC(C)(/C=N/O)S1 (centres undefined)	-1	-3	-1.6	1	6	-7	2	-3	18
O=C(O)CC1COc2ccccc2N1S(=O)(=O)c1ccc(Br)cc1 (centres undefined)	12	-3	2.3	6	0	-5	3	6	4
CCn1c(SCC(=O)Nc2ccc3c(c2)OCCO3)nc2c(c1=O)SC(C)C2 (centres undefined)	-3	1	1.9	-7	3	-2	4	-2	9
Cc1cc(S(=O)(=O)N2CCCC2)ccc1OCC(=O)Nc1ccccc1	5	-3	3.1	-12	-2	3	0	-1	-25
Cc1ccc(CC(=O)N/N=C/c2ccc(OC(=O)c3ccc([N+](=O)[O-])cc3)cc2)cc1	7	3	-2.4	-2	-4	-3	0	14	-15
CC(=O)Nc1ccc(S(=O)(=O)N2CCSC2c2ccccc2Cl)cc1 (centres undefined)	-7	-14	0.1	5	-1	-8	3	13	-2
CCOC(=O)c1[nH]c2ccccc2c1NC(=O)CN1CCCCC1	-1	1	0.4	-4	0	-6	3	-9	9

# 3 of the compounds above, field by field.
O=C(NC(O)C(=O)c1ccccc1)c1ccccn1 (centres undefined)
- procasp3 activ = 0
- CTSL1 counter = 3
- PP5 inh = -1.0
- JMJD2C inh = 36
- PP1 counter = 1
- proCasp7 act = -1
- GRK2 aptamer HTS = 0
- core dimer inh = -18
- VLA-4 inh = 0
Nc1nc2cc(S(=O)(=O)NC3=NCCCCC3)ccc2s1
- procasp3 activ = -18
- CTSL1 counter = 8
- PP5 inh = -2.1
- JMJD2C inh = 0
- PP1 counter = -2
- proCasp7 act = -29
- GRK2 aptamer HTS = 2
- core dimer inh = -5
- VLA-4 inh = -2
CC(C(=O)NC1=NCCS1)(C(F)(F)F)C(F)(F)F
- procasp3 activ = -2
- CTSL1 counter = -2
- PP5 inh = 1.9
- JMJD2C inh = 4
- PP1 counter = -3
- proCasp7 act = -9
- GRK2 aptamer HTS = 0
- core dimer inh = -2
- VLA-4 inh = -4

# Additional compounds
structure	procasp3 activ	CTSL1 counter	PP5 inh	JMJD2C inh	PP1 counter	proCasp7 act	GRK2 aptamer HTS	core dimer inh	VLA-4 inh
CCc1cc2c(COC(=O)c3cccc(NS(C)(=O)=O)c3)cc(=O)oc2cc1O	4	2	4.1	-4	5	3	3	24	-39
Cc1ccc(-c2nnn(C(C)C(=O)N3c4ccccc4CCc4ccccc43)n2)cc1 (centres undefined)	-8	2	2.6	9	0	-1	2	11	5
CCOC(=O)Cc1csc(NC(=S)NC(=O)c2ccc(C)cc2)n1	8	-2	-2.0	-4	-3	-7	3	11	2
COc1ccc(C(CNS(=O)(=O)c2ccc(NC(C)=O)c(OC)c2)N2CCCCC2)cc1 (centres undefined)	0	.	.	-2	.	1	0	.	-1
CCN(CC)CCN(C(=O)c1ccc2c(c1)OCCO2)c1nc2cc(C)cc(C)c2s1	4	7	4.6	-3	1	-11	2	-10	17
CCCCN1C(N)=NC[C@@H]1CC1CCCCC1	-1	-4	2.3	11	-1	-1	0	-1	13
COc1ccc(N2CCOCC2)c(NC(=O)c2ccc(Br)o2)c1	0	0	0.5	-1	3	-3	3	3	4
O=[N+]([O-])c1ccc(Cl)c(CN2CCC(O)CC2)c1	-9	2	-0.5	4	-1	5	0	-6	5
CCOC(=O)c1c(NC(=O)COC(=O)CC(NC(C)=O)c2ccccc2)sc(C(=O)NC)c1C (centres undefined)	10	0	-0.6	-1	-5	1	1	-2	1
CC1CCCCN1C(=O)c1cc(Cl)ccc1[N+](=O)[O-] (centres undefined)	1	-2	0.5	1	-2	5	0	-3	27
Cc1ccc(NC(=O)CCCCCCCCCCC2COCCO2)c(C)c1 (centres undefined)	2	-4	2.0	3	-6	-4	0	-1	2
CCOc1ccccc1NC(=O)c1ccc(NC(=O)C2CCCO2)cc1 (centres undefined)	5	5	0.0	-7	-1	6	0	3	12
NCCCCCC(=O)N/N=C/c1coc2ccccc2c1=O	0	1	2.2	5	-2	-6	4	5	0
NNC(=O)c1cc(-c2cccs2)nc2ccccc12	4	2	15*	9	2	-6	2	-1	5
COC(=O)c1cc(S(=O)(=O)N2CCC(C)CC2)cn1C	-5	-3	1.6	-11	0	5	1	2	27
COc1cc(C2NC(=O)N(C)C(C)=C2C(=O)OCc2ccccc2)cc(Br)c1O (centres undefined)	2	0	1.5	-2	-4	-2	1	2	-5
CC(=O)c1ccc(OC(=O)C2CC(=O)N(c3cccc(C)c3)C2)cc1 (centres undefined)	7	-4	0.5	7	2	-3	1	1	2
COc1ccc(-n2nc(C(=O)NCC(=O)Nc3cc(OC)ccc3OC)c3ccccc3c2=O)cc1	-4	0	5.5	0	-1	1	0	14	1
O=C(Nc1ccc(C2CC2(Cl)Cl)cc1)c1cccc([N+](=O)[O-])c1 (centres undefined)	8	2	3.6	-9	2	1	2	5	5
CC(NC(=O)CN1CCCC1)c1ccccc1 (centres undefined)	14	2	2.8	-13	2	3	2	-4	11
c1ccc(CSc2nc3ccccc3[nH]2)cc1	7	2	1.1	11	-1	-2	2	1	-5
CC(=O)c1ccccc1NC(=O)COC(=O)CN1C(=O)C2CCCCC2C1=O (centres undefined)	0	.	5.5	1	5	-6	0	.	0
Cc1ccn2c(=O)nc(SCC(=O)c3ccc(Cl)cc3)nc2c1	-3	6	-0.6	12	-4	11	0	16	-27
CC1CCCC(NC(=O)c2n[nH]c(=O)c3ccccc23)C1C (centres undefined)	-7	1	-1.0	4	3	14	0	-7	-3
N/C(=N\OC(=O)c1ccccc1Cl)c1ccncc1	0	2	0.6	-11	1	2	1	0	8
O=C(Nc1ccc(Nc2ccccc2)cc1)c1ccc(Cl)cc1Cl	0	2	3.9	1	-2	-1	3	-7	-7

# Screening data: PubChem, several laboratories

# Rows were taken by chance; about 2.6% have a hit in one of these screens.
